From PubChem BioAssay
RAD54 branch – inhibitors of human RAD54 branch migration, primary screen, biochemical, fluorescence, single point; DNA repair and recombination protein RAD54-like (Homo sapiens), Q92698; RAD54 Holliday junction branch migration, FAM/BHQ fluorescence; inhibition, % at 10.4 µM; actives 0.14% (n = 360,000); AID 602329, 2012;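 active = mean normalized replicate activity at least 40 and at least half of replicates scoring 40 or more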;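 note: 0% = median of neutral control wells and 100% = median of positive control wells; inhibitors cause a drop in the FAM fluorescence signal; in these data hits start at about 50%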
Xi reactivation – activators of inactive X chromosome reactivation, primary screen, imaging, XiGFP fibroblasts, GFP high-content imaging, set 2 | XiGFP mouse fibroblasts, % GFP-positive cells imaging, 3 d; cells co-treated with 5-aza-dC sensitizer; scaled so ellipticine positive control = 100% | activation, % at 7.58 µM | actives 0.055% (n = 360,000) | AID 743238, 2013;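 active = mean normalized replicate activation at least 10% and every replicate at or above 10%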;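 note: 0% = median of on-plate neutral control wells and 100% = ellipticine 6 µM median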
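System: 68-5-11 XiGFP fibroblast line | Buffer or medium: DMEM containing 5-aza-dC | Compound: Single point | Times: Compounds 3 days, fix/stain 15 min at room temperature | Benchmarks: Positive control ellipticine, 6 µM final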
INS-1E GSIS act – GLuc luminescence reporter in INS-1E cells, primary screen for activators of glucose-dependent secretion of insulin; activation, % at 16.6 µM; actives 0.61% (n = 370,000); INS-1E GLuc reporter insulin secretion, 2-3 h;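 active = lowest replicate activation of at least 40%, so every replicate reaches that level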;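 note: 0% = median of neutral control wells and 100% = median of IBMX positive control wells; some compounds called inactive have numbers as strong as hits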
ERAP1 inh – human ERAP1 aminopeptidase inhibitors, primary screen, biochemical, single point, plate reader. Endoplasmic reticulum aminopeptidase 1 (Homo sapiens), Q9NZ08. AID 652197, 2013. actives 0.15% (n = 340,000). inhibition, % at 10.7 µM. recombinant ERAP1, Leu-AMC fluorescence, 60 min;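 active = mean replicate inhibition of at least 30%, or all replicates individually reaching that 30% level; inactive = mean below 30% and not every replicate reaching it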;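 note: 0% = neutral control wells and 100% = L-leucinethiol positive control wells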
Target sequence (Q9NZ08 whole entry, looked up): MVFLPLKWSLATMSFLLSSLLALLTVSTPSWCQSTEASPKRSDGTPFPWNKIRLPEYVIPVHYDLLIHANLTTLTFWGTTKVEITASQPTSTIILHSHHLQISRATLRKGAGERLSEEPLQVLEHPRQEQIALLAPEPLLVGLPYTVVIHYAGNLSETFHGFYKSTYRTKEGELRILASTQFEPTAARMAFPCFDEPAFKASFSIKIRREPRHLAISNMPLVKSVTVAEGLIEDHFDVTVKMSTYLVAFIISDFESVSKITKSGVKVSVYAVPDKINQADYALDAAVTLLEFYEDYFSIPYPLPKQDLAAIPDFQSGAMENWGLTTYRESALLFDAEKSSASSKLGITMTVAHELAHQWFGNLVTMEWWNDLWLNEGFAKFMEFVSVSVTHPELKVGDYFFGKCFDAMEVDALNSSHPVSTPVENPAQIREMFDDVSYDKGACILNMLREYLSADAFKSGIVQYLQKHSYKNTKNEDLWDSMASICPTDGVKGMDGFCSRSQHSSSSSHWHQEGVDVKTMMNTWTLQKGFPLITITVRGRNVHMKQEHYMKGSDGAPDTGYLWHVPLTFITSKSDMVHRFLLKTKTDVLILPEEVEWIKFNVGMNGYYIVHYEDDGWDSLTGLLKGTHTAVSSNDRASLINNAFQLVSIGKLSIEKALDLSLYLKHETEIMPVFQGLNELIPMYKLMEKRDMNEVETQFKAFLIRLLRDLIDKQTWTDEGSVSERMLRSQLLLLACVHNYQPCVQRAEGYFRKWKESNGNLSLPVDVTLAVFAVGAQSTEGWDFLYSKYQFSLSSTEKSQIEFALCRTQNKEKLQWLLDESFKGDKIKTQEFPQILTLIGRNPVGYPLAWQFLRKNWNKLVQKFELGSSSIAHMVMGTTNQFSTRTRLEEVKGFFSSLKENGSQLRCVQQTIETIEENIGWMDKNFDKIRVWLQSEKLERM
CFTR F508del cor – F508del CFTR correction, initial screen, CFBE line, single point | actives 0.36% (n = 350,000) | CFBE cells, YFP halide quenching; stimulated with forskolin plus potentiator P3; % fluorescence drop versus neutral controls | activity (quench increase), % at 7.58 µM;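 active = mean added fluorescence quench of at least 8% versus neutral control, with both replicates also reaching 8%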;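 note: cells transiently co-express mutant CFTR-F508del with the halide-sensitive YFP; corrector assay measuring rescue of mutant channel to the surface after 24 h compound exposure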
ARNT TACC3 PPI – disruptors of ARNT/TACC3 protein interaction, primary screen, biochemical, AlphaScreen, single concentration; Transforming acidic coiled-coil-containing protein 3 (Homo sapiens), Q9Y6A5; AlphaScreen His-ARNT PAS-B/GST-TACC3 binding, luminescence; TACC3 fragment carries E629A point mutation; inhibition, % at 9.99 µM; actives 0.66% (n = 390,000); AID 623870, 2012;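 active = mean inhibition of replicates at least 50% and at least half of replicates each reaching 50%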;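 note: 0% = complete ARNT plus TACC3 wells and 100% = ARNT alone without TACC3; many hits fall short of the cut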
RAD52 inh – RAD52 DNA annealing inhibitors, primary screen, biochemical, FRET, single point, set 2 | DNA repair protein RAD52 homolog (Homo sapiens), P43351 | recombinant RAD52 DNA annealing, FRET fluorescence | inhibition, % at 18.7 µM | actives 0.46% (n = 360,000);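 active = every replicate showing at least 50% inhibition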
esBAF inh – Bmi1 luciferase reporter increase in mESCs, primary screen, esBAF inhibitor project, mouse ES cells, Bmi1 luciferase knock-in, single point. 24 h; 100% = twice the neutral-well signal. reporter increase, % at 12.5 µM. actives 2% (n = 350,000). AID 602393, 2012; in the data active = activation above about 40%;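 note: 0% = median of the plate's neutral control wells and 100% = double that signal; a rise in the Bmi1 reporter signal indicates esBAF inhibition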
* hit, by the source's call; . = no result given.

SMILES	RAD54 branch	Xi reactivation	INS-1E GSIS act	ERAP1 inh	CFTR F508del cor	ARNT TACC3 PPI	RAD52 inh	esBAF inh
Cc1ccc(C2CC(=O)NC(SCCC(C)C)=C2C#N)cc1 (stereo unspecified)	8	0.0	2	.	3.5	-3	-5	10
COc1ccc(CNC(=O)c2ccncc2)cc1	-17	-0.1	11	5	-4.6	0	-12	0
c1cnc2cc(-c3ccsc3)ncc2c1	2	0.0	7	.	-0.7	-5	.	22
COc1ccc(S(=O)(=O)Nc2cc3c4c(c2)CCN4C(=O)CC3)cc1OC	1	0.2	17	2	0.0	4	1	-6
Cc1ccccc1NC(C)C(=O)N/N=C/c1c[nH]c2ccccc12 (stereo unspecified)	.	0.0	-19	0	1.2	5	-20	.
CCC(C)N=C1CC(C)(C)CC(=O)/C1=C(/O)Cc1ccccc1 (stereo unspecified)	2	0.0	15	0	1.2	25	-17	0
CCN(C[C@H]1N[C@@](C)(C(=O)OC)[C@H]2C(=O)N(C)C(=O)[C@@H]12)C(=O)COc1ccccc1	6	0.0	2	.	2.1	3	-5	-2
C[C@H](CO)N1C[C@H](C)[C@H](CN(C)C(=O)NC2CCCCC2)OCCCC[C@H](C)Oc2ccc(NC(=O)c3ccncc3)cc2C1=O	-3	0.0	-9	0	1.5	-4	-14	5
COc1ccc(CNc2nccs2)cc1OC	-3	0.0	22	1	1.9	1	-15	1
O=C(COc1ccc([N+](=O)[O-])cc1)Nc1ccc(CN2CCOCC2)cc1	.	0.1	26	19	.	.	-12	.
COc1ccc(-n2nc(C(=O)NCC(=O)NCCCN3CC(C)CC(C)C3)c3ccccc3c2=O)cc1OC (stereo unspecified)	-2	0.3	18	-1	-1.5	0	-5	1
O=C(c1cccc(S(=O)(=O)N2CCN(c3ccc(F)cc3)CC2)c1)N1CCCC(C(F)(F)F)C1 (stereo unspecified)	-9	0.2	-72	-2	10.0*	.	1	-22
CCCCn1c(N)c(N(CC(C)C)C(=O)CCNC(=O)c2ccc(Cl)cc2)c(=O)[nH]c1=O	.	0.3	6	5	-8.2	-4	-7	.
C=CCNC(=O)COC(=O)c1ccc(Cl)c(S(N)(=O)=O)c1	.	0.0	17	-2	1.2	2	-6	.
CC(C)CC#Cc1ccc2c(c1)O[C@@H](CN(C)S(=O)(=O)c1ccc(F)cc1)[C@H](C)CN([C@@H](C)CO)S2(=O)=O	0	0.1	-7	-5	0.5	-8	17	8
CO[C@@H]1CN(C)C(=O)c2ccc(NS(=O)(=O)CC(F)(F)F)cc2OC[C@@H](C)N(Cc2nccs2)C[C@@H]1C	-7	0.3	4	3	-3.3	10	-4	-3
O=C(CN1CCOCC1)N1CCCCN2[C@H](CO)[C@H](c3ccc(Br)cc3)[C@@H]2C1	-11	0.0	1	.	-0.6	-10	.	5
Cc1ccc2cc3c(NS(=O)(=O)c4cccc5nonc45)nn(CC(C)C)c3nc2c1	-1	0.0	-15	9	-0.6	-3	-13	-5
COc1cc2c(cc1OC)C(C(=O)NCc1ccco1)C(c1cccs1)N(C)C2=O (stereo unspecified)	4	.	-24	-3	.	-1	1	-8
COc1ccc(-c2sc3cc(OC)c(OC)cc3c2C#CCO)cc1	-4	-0.1	6	14	3.5	-3	2	8
C[C@H]1CN([C@@H](C)CO)S(=O)(=O)c2ccc(C#CC3CC3)cc2O[C@H]1CN(C)C(=O)c1cccc(F)c1	2	0.6	-21	-2	-1.0	8	13	9
Cc1ccc(/C=N/Nc2ccc(C(=O)O)cc2)o1	.	0.0	2	-1	1.2	.	-3	.
CCOC(=O)C(N)CSC1CC(=O)N(c2ccc(OC)cc2)C1=O (stereo unspecified)	-11	0.1	-3	-1	-0.6	-5	-12	3
Fc1ccccc1Cc1ccc(Cl)nn1	.	0.1	-2	-1	-2.1	6	-12	.
Cc1ccc(-c2cnc3c(c2)C(=O)N([C@H](C)CO)C[C@@H](C)[C@H](CN(C)CC2CCCCC2)O3)cc1	8	-0.5	-7	-4	-4.5	-2	4	-9
C=CCOc1nc2c(c(=O)n(C)c(=O)n2C)n1Cc1ccc(Cl)cc1Cl	2	.	10	-1	0.4	-8	-8	-39
CC1(C)Cc2ccccc2-c2[nH]c(=S)[nH]c(=O)c21	5	0.0	10	5	3.2	-6	1	0
CCc1ccc(-c2cc(C)no2)cc1S(=O)(=O)Nc1ccccn1	-8	0.0	5	2	0.2	-5	-6	6
C[C@@H]1CN([C@H](C)CO)C(=O)c2cccc(NC(=O)NC3CCCCC3)c2O[C@@H]1CN(C)Cc1ccccc1	-17	0.0	5	-2	-2.5	-10	4	4
CCCn1c(=S)[nH]c2cc(Cl)ccc21	8	0.0	36	0	-2.8	-6	-10	-7
CN(C)C(CNS(=O)(=O)c1ccc(Cl)cc1)c1cccnc1 (stereo unspecified)	-16	-0.1	3	7	-3.3	-2	-8	4
O=[N+]([O-])c1ccccc1/C=C/CN1CCN(Cc2ccc3c(c2)OCO3)CC1	2	-0.1	8	-7	0.9	-2	-9	-3
O=C(c1ccc(Br)o1)N1CCN(c2ccc3nnc(-c4ccccc4)n3n2)CC1	-1	0.1	-19	.	6.1	-6	-3	7
Cc1nnc(NC(=O)CCCCCN2C(=O)C3C4C=CC(C4)C3C2=O)s1 (stereo unspecified)	-4	0.0	1	1	0.7	4	-12	1
CN(C[C@@H]1[C@H](c2ccccc2)[C@H](CO)N1C(=O)C1CC1)C(=O)c1ccccn1	4	0.4	9	.	-1.1	5	.	0
CC(C(=O)Nc1cccc([N+](=O)[O-])c1)N1CCN(C/C=C/c2ccccc2)CC1 (stereo unspecified)	-1	.	-22	.	.	4	.	-12
CCC1CN(C(=O)N2CCC(C(=O)NCc3cccc(F)c3)CC2)c2ccccc2O1 (stereo unspecified)	10	0.0	-20	5	0.7	6	-5	-7
COc1ccccc1C(=O)Nc1cccnc1	7	0.0	15	-3	.	-15	2	-10
COc1cc(C2c3sc(=O)[nH]c3SC3C(=O)N(c4ccc(Br)cc4)C(=O)C32)ccc1O (stereo unspecified)	-10	-0.1	-40	1	-1.1	11	-24	-6
CC(=O)Nc1ccc(NC(=O)c2c(-c3ccccc3Cl)noc2C)c(C)c1	-1	0.3	12	1	-1.2	-3	4	.
COc1ccc(OC)c2cc3ccccc3cc12	-17	0.1	1	-2	-3.7	12	-383	2
CCOc1ccc(C(=O)NC(C(=O)NCC2CCCO2)C(C)C)cc1 (stereo unspecified)	.	0.0	8	-5	-2.4	-1	-2	.
O=C(c1ccccc1)N1CCN(S(=O)(=O)c2ccccc2)CC1	.	0.0	13	1	-0.9	4	-4	-13
Cc1ccc(S(=O)(=O)N2CCCCC2CCNC(=O)C(=O)NC2CCCC2)cc1 (stereo unspecified)	.	0.0	-41	0	2.7	.	-9	.
COc1ccc(-c2nc3c(C)cc(Br)cn3c2Cc2ccccc2C(F)(F)F)cc1OC	.	0.2	-5	-5	5.7	.	-28	.
CCOC(=O)C1=CCN(S(=O)(=O)c2ccccc2C(=O)OC)C1c1ccc(Cl)cc1 (stereo unspecified)	-1	-0.2	1	5	2.3	.	-12	1
CCCN(C)C1CN(Cc2cn(Cc3cccc(Cl)c3)nn2)S(=O)(=O)C1 (stereo unspecified)	.	-0.1	23	.	-1.9	.	-19	.
Cc1nnc(NC(=O)c2cc(-c3ccco3)nc3ccccc23)s1	2	-0.1	15	-5	1.4	3	-10	1
COc1ccc(-c2nc(CS(=O)(=O)CC(=O)NC3CCCCCC3)c(C)o2)cc1	.	0.0	-3	1	-0.2	-5	-15	-1
CC(C)CNC(=O)C1(C)CCCCCN1C(=O)c1cccnc1 (stereo unspecified)	0	-0.1	.	3	-1.6	.	4	-2
COC(=O)c1noc(C)c1-c1ccnn1C(=O)c1ccc(Cl)cc1	.	0.0	9	2	-2.4	-1	-10	-1
Cc1cccc(C)c1N1CCN(C(=O)N2CCCCC2)CC1	.	-0.5	9	11	2.1	-4	-16	.
Cc1ccc(S(=O)(=O)Nc2ccc3c(c2)C(=O)N([C@H](C)CO)C[C@@H](C)[C@@H](CN(C)S(=O)(=O)c2ccc(Cl)cc2)O3)cc1	.	-1.2	6	0	1.2	.	7	.
COc1ccccc1C(=O)Nc1ccc(C(=O)/C=C/c2cccs2)cc1	5	0.2	1	-1	-0.9	-5	-19	8
CC(C)CC#Cc1cnc2c(c1)C(=O)N([C@@H](C)CO)C[C@@H](C)[C@@H](CN(C)Cc1ccc(F)cc1)O2	0	0.5	-33	-2	1.6	1	12	1
CCC(=O)N[C@H]1CC[C@H](CC(=O)NCc2cc(F)cc(F)c2)O[C@H]1CO	-4	-0.2	-6	-1	0.5	-8	-13	-1

Single values from the results shown:
Result for Cc1cccc(C)c1N1CCN(C(=O)N2CCCCC2)CC1 under RAD52 inh: -16
Result for COc1ccccc1C(=O)Nc1ccc(C(=O)/C=C/c2cccs2)cc1 under CFTR F508del cor: -0.9

New compounds follow.
SMILES	RAD54 branch	Xi reactivation	INS-1E GSIS act	ERAP1 inh	CFTR F508del cor	ARNT TACC3 PPI	RAD52 inh	esBAF inh
Oc1ccc(-c2csc(-c3ccccc3)n2)cc1O	11	.	-55	-3	-1.1	9	-3	60*
COc1ccccc1CNC(=O)C[C@H]1CC[C@@H]2[C@H](COC[C@H](O)CN2Cc2ccccc2)O1	1	0.5	1	8	-0.5	3	0	5
O=C(C[C@@H]1C=C[C@H](NC(=O)c2ccncc2)[C@H](CO)O1)NCCc1ccncc1	0	0.1	10	-1	-0.5	-5	2	6
O=C1CNC(=S)N1CCc1ccc(O)c(O)c1	3	0.0	0	2	0.1	.	-18	.
COc1ccc(S(=O)(=O)N(C)C[C@H]2Oc3c(NC(=O)c4ccncc4)cccc3C(=O)N([C@@H](C)CO)C[C@H]2C)cc1	4	-0.1	-9	1	-1.7	-1	-10	3
Clc1ccc(-c2cc(-c3nnc4n3CCCCC4)c3ccccc3n2)cc1	3	-0.1	-34	.	.	2	.	-7
Cc1cc(C(=O)COC(=O)c2ccc[nH]c2=O)c(C)n1-c1ccc(F)cc1	7	0.1	7	.	.	2	.	.

Ordered by count of non-hydrogen atoms (low to high): part of the list above
SMILES	RAD54 branch	Xi reactivation	INS-1E GSIS act	ERAP1 inh	CFTR F508del cor	ARNT TACC3 PPI	RAD52 inh	esBAF inh
O=C(C[C@@H]1C=C[C@H](NC(=O)c2ccncc2)[C@H](CO)O1)NCCc1ccncc1	0	0.1	10	-1	-0.5	-5	2	6
COc1ccccc1CNC(=O)C[C@H]1CC[C@@H]2[C@H](COC[C@H](O)CN2Cc2ccccc2)O1	1	0.5	1	8	-0.5	3	0	5
COc1ccc(S(=O)(=O)N(C)C[C@H]2Oc3c(NC(=O)c4ccncc4)cccc3C(=O)N([C@@H](C)CO)C[C@H]2C)cc1	4	-0.1	-9	1	-1.7	-1	-10	3

Rows are unselected (roughly 3.3% active in at least one column).
